EP2 modulator: modulators of human EP2 prostaglandin E2 receptor; induction, % at 25 µM; EP2-expressing cells, cAMP HTRF FRET, PGE2 co-stimulation; AID 940; 260,000 tested, 0.83% active; P43116;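 active = compounds whose cAMP rise, as percent of the full-agonist control response, exceeds 60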;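 also: rat C6 glioma line stably carrying human EP2 under a CMV promoter; the protocol text gives 20 µM as final concentration; 100% = response of wells given 1 µM PGE2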
zfTRPN1 agonist: activates the zebrafish TRPN1 channel; HEK293 zebrafish TRPN1-YFP, Fluo-8 calcium fluorescence; 100% = response to 87 µM carbachol; 220,000 tested, 0.18% active; activation, % at 3 µM;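 active = activation above its plate's cutoff, the mean activation of test wells on that plate plus 3 SD, cut at about 19% in these data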;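 also: 0% = DMSO alone and 100% = 87 µM carbachol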
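Material: zebrafish TRPN1-YFP in HEK293 cells. Doses: one dose of 3 µM, 0.3% DMSO. Incubation: dye 1 h 37 °C plus 30 min RT. Measured by: intracellular calcium fluorescence with Fluo-8.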
BaF3 tox: reduces parental Ba/F3 cell viability, JAK2V617F counter-screen | CellTiter-Glo ATP luminescence | inhibition, % at 5.6 µM | 220,000 tested, 1.1% active;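 active = inhibition above a per-campaign cutoff, the mean inhibition of all tested compounds plus 3 SD, cut at about 27% in these data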;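 also: 0% = DMSO wells and 100% = JAK Inhibitor I control wells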
S1P4 agonist: activates the human S1P4 receptor; O95977; S1P4-expressing cell line, agonist reporter assay; activation, % at 4.98 µM; 220,000 tested, 0.35% active; AID 1509; in the data active = activation above about 11%;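 also: 0% = DMSO vehicle and 100% = reference agonist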
Target sequence (O95977 whole entry, looked up): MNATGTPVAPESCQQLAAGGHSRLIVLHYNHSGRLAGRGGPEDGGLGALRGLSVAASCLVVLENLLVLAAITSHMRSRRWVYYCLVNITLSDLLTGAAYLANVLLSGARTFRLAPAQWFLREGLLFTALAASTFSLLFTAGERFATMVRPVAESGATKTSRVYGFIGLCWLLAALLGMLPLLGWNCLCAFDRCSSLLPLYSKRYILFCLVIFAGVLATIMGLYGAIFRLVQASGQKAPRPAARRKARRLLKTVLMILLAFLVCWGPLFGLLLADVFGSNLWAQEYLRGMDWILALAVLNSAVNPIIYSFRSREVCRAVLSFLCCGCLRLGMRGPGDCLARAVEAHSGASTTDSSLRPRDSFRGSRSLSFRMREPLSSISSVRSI
TRPML3 ag: human mucolipin-3 channel agonism | 220,000 tested, 0.29% active | Q8TDD5 | HEK293 TRPML3-YFP, Fluo-8 calcium fluorescence; 100% = the carbachol control signal | activation, % at 3 µM;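 active = activation above its plate's cutoff, the mean activation of the plate's test wells plus 3 SD, cut at about 12% in these data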;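 also: 0% = DMSO only wells and 100% = carbachol wells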
Target sequence (Q8TDD5 whole entry, looked up): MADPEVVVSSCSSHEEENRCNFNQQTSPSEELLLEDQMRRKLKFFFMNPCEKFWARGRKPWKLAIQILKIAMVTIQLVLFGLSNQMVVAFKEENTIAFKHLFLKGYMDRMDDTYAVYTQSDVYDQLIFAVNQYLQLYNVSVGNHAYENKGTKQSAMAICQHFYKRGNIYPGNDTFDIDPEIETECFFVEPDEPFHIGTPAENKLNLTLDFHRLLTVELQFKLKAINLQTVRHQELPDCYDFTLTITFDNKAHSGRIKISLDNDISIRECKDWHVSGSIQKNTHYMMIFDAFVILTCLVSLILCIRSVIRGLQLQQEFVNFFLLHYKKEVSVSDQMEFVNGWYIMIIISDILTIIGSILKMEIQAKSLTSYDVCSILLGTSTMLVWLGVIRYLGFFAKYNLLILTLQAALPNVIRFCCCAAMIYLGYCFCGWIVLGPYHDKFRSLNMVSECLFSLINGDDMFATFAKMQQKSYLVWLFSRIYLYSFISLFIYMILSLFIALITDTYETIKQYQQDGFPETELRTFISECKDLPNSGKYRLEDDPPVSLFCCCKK
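Material: TRPML3-YFP stable HEK293 cells | Dosing: One concentration, 3 µM nominal, 0.3% DMSO | Timing: 125 s total fluorescence read per well | Technique: Fluo-8 calcium dye fluorescence, ex 470-495, em 515-575 nm | Measure: Percent activation from peak-to-basal fluorescence ratio, scaled between DMSO and carbachol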
Calpain2 inh: calpain II (pig) inhibition; purified calpain II, fluorogenic peptide substrate, 30 min; 220,000 tested, 0.37% active; inhibition, % at 16 µM;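 active = inhibition above about 50%, limit read from the data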
S1P4 antagonist: human S1P4 receptor antagonism. O95977. 220,000 tested, 0.26% active. inhibition, % at 4.98 µM. S1P4-expressing cells, antagonist mode, reporter read-out. AID 1510; in the data active = inhibition above about 29%;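 also: 0% = wells stimulated with agonist and 100% = vehicle wells without agonist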
PERK inh: inhibitors of human PERK kinase; Q9NZJ5; CHO PERK-DD fusion, SEAP luminescence translation reporter; inhibition, % at 5.6 µM; 220,000 tested, 0.17% active;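 active = inhibition above the mean inhibition of all tested compounds plus 3 SD, set separately per screening campaign, cut at about 2.9% in these data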;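 also: PERK kinase domain activated by AP20187 dimerizer at 100 nM; 0% = DMSO with dimerizer and 100% = rapamycin at 8.4 µM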
Ba/F3 V617F tox: lowers viability of Ba/F3 cells expressing EpoR and JAK2V617F. ATP luminescence. AID 1446. inhibition, % at 5.6 µM. 220,000 tested, 1.1% active;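 active = inhibition above the campaign mean plus 3 SD over all tested compounds, cut at about 24% in these data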;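 also: cytokine-independent growth of Ba/F3 cells driven by EpoR plus mutant JAK2; 0% = DMSO-treated cells and 100% = JAK inhibitor I control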
* hit, by the source's call; i = inactive.

SMILES	EP2 modulator	zfTRPN1 agonist	BaF3 tox	S1P4 agonist	TRPML3 ag	Calpain2 inh	S1P4 antagonist	PERK inh	Ba/F3 V617F tox
Cc1cc(C)cc(N(C(C)C(=O)NC2CCCC2)S(C)(=O)=O)c1 (stereo not given)	-0.7	-0.8	2.3	-3.1	-0.2	-20.1	-1.1	-0.6	-3.4
C/C(=N\NC(=S)NCCc1ccccc1)c1ccc(C#N)cc1	4.1	-0.2	4.3	1.1	-0.3	23.4	-5.2	-0.8	2.5
CCCOc1ccccc1C1CC(=O)Nc2cc3c(cc21)OCO3 (stereo not given)	18.9	-1.4	71.8*	1.8	-0.8	-17.9	-8.2	-0.5	74.4*
O=C(O)c1cccc(N2C(=O)/C(=C/c3ccc(SCc4ccc(Cl)cc4)o3)SC2=S)c1	34.6	-1.2	1.7	2.2	0.8	69.3*	0.0	2.5	-3.5
CCSc1nc2ccccc2n1C(=O)/C=C/c1ccc(OC)c(OC)c1	21.9	-0.6	4.8	1.6	0.4	-3.7	-18.7	1.3	-0.3
O=C(CSc1nnc(SCc2ccc(Cl)cc2)s1)N1CCN(C(=O)c2ccco2)CC1	-14.8	-1.0	2.7	2.3	0.1	-52.3	-20.8	-0.2	1.3
Cc1ccc(NC(=O)N/C=C/c2ccco2)cc1C	-28.1	0.5	11.2	-0.9	0.0	-50.6	-5.5	-1.0	4.4
CCOc1ccc(-n2c(C)cc(/C=N\NC(=O)CC(=O)NC3CCCCC3)c2C)cc1	18.9	-0.4	3.1	1.0	-0.6	-17.1	-2.8	-0.5	0.7
CCC1CCCCN1CC(=O)Nc1cc(OC)c(OC)cc1C#N (stereo not given)	11.5	-0.6	4.6	0.2	0.1	-14.5	4.0	1.8	0.0
Cn1c(=O)c2c(nc(NCc3ccc4c(c3)OCO4)n2Cc2ccccc2F)n(C)c1=O	26.1	-1.5	8.4	-0.7	-0.2	-4.5	7.9	-0.8	-0.6
O=C(NCc1cccnc1)c1cccc2c1C(=O)N(Cc1cccnc1)C2	5.5	-0.3	8.6	-4.1	1.3	-13.1	-13.0	-0.1	-1.6
CCOC(=O)C(CC)/C(C)=N\NC(=O)CCC(=O)Nc1ccc(Cl)cc1Cl (stereo not given)	-0.8	0.2	8.3	1.9	0.3	0.7	-17.3	1.3	3.4
O=[N+]([O-])c1cc(/C=N\Nc2nccs2)ccc1O	-12.5	1.2	6.0	2.3	0.9	20.4	-7.5	0.3	3.8
Cc1cc(C)cc(N=Cc2c(O)c3ccccc3oc2=O)c1	3.8	1.9	7.4	0.6	1.5	i	-0.8	1.2	-1.1
CCn1c(=O)n(CC)c2cc(N)ccc21	32.0	0.9	5.9	0.7	0.2	-43.0	-16.8	0.2	-4.3
CCOc1ccc(S(=O)(=O)Nc2ccc(S(=O)(=O)N3CCCCC3)cc2)cc1	2.8	-0.4	5.0	1.2	-0.1	-2.5	-5.2	0.6	-0.2
CCN(C(=O)COC(=O)c1ccc(OCc2c(C)noc2C)cc1)c1ccccc1	7.5	-0.4	4.6	-0.6	-0.1	20.9	0.7	-1.1	-0.9
CC/C(=N/O)c1cnnc(SC)n1	5.8	-1.4	5.2	-0.3	0.1	20.1	-12.9	-0.4	3.3
Cc1ccc(-n2c(SCC(=O)NCCN3C(=O)CSC3=O)nnc2-c2cccc(C)c2)cc1	30.9	-1.3	2.5	0.5	0.0	2.1	-14.4	-1.4	1.0
O=c1[nH]c2ccccc2c2nc3ccccn3c12	20.1	2.6	7.0	-0.1	1.1	-16.9	-7.6	-0.1	-2.8
COC(=O)c1sccc1NC(=O)/C=C/c1c(Cl)cccc1Cl	28.4	0.2	3.8	-1.0	0.0	-132.9	-24.3	0.6	0.6
Cc1ccc(-n2cc(-c3ccccc3)c3c(=O)[nH]cnc32)cc1	9.2	-1.6	4.9	4.1	0.0	8.5	-8.3	-0.3	-2.1
CCCCOc1ccc(CNC(=S)N/N=C/c2ccc(OC)c(OC)c2)cc1	-5.0	-0.5	5.8	-0.3	-0.9	-31.2	-13.1	-1.5	1.0
CC(C)n1c(CCCO)nc2ccccc21	4.6	0.8	7.7	0.0	-0.3	-22.1	3.8	1.6	1.4
CCOC(=O)c1ccc(NC(=O)CCc2nc(-c3ccccc3)no2)cc1	-31.4	5.2	4.1	0.8	1.4	11.0	-11.7	0.3	-2.1

Structural class: those above containing an NH in an aromatic ring
SMILES	EP2 modulator	zfTRPN1 agonist	BaF3 tox	S1P4 agonist	TRPML3 ag	Calpain2 inh	S1P4 antagonist	PERK inh	Ba/F3 V617F tox
O=c1[nH]c2ccccc2c2nc3ccccn3c12	20.1	2.6	7.0	-0.1	1.1	-16.9	-7.6	-0.1	-2.8
Cc1ccc(-n2cc(-c3ccccc3)c3c(=O)[nH]cnc32)cc1	9.2	-1.6	4.9	4.1	0.0	8.5	-8.3	-0.3	-2.1

The main list resumes, repeating the 4 entries before the break.
SMILES	EP2 modulator	zfTRPN1 agonist	BaF3 tox	S1P4 agonist	TRPML3 ag	Calpain2 inh	S1P4 antagonist	PERK inh	Ba/F3 V617F tox
Cc1ccc(-n2cc(-c3ccccc3)c3c(=O)[nH]cnc32)cc1	9.2	-1.6	4.9	4.1	0.0	8.5	-8.3	-0.3	-2.1
CCCCOc1ccc(CNC(=S)N/N=C/c2ccc(OC)c(OC)c2)cc1	-5.0	-0.5	5.8	-0.3	-0.9	-31.2	-13.1	-1.5	1.0
CC(C)n1c(CCCO)nc2ccccc21	4.6	0.8	7.7	0.0	-0.3	-22.1	3.8	1.6	1.4
CCOC(=O)c1ccc(NC(=O)CCc2nc(-c3ccccc3)no2)cc1	-31.4	5.2	4.1	0.8	1.4	11.0	-11.7	0.3	-2.1
Cc1cc(=O)n2[nH]c(=O)c(N=Nc3ccccc3)c2[nH]1	24.4	0.4	-0.5	-1.3	-1.4	-3.2	-2.3	1.6	-1.8
O=C(/C=N/O)NCc1ccncc1	-7.7	0.3	6.1	-0.2	0.3	-36.6	-0.6	0.6	4.4
CCOC(=O)C1C(=O)NC(N2CCN(CC)CC2)=NC1c1ccccc1 (stereo not given)	20.3	1.8	3.5	-0.9	0.5	-19.8	4.6	1.8	1.1
COCc1cc(=O)[nH]c(-c2ccccc2)n1	4.4	0.0	12.7	1.9	-0.4	20.9	-7.7	0.5	5.4
CCOc1ccc(CCNC(=O)CSCc2ccc(C)cc2)cc1OCC	12.5	-1.5	5.8	1.0	-0.8	23.5	-0.6	-0.7	-1.1
O=C(NC1CCCCC1)c1ccccc1-c1ccccc1	12.6	-2.7	-0.3	1.6	-0.2	12.1	0.4	0.4	-5.2
O=C(O)/C=C/C(=O)Nc1ccccc1-c1ccccc1	9.2	-0.7	0.5	-4.1	-0.4	-5.9	-3.7	0.3	-5.9
CCn1c(CN2c3ccccc3Sc3ccccc32)n[nH]c1=S	34.8	-1.8	2.0	0.9	-0.4	25.1	11.4	0.8	-5.3
NS(=O)(=O)c1ccc(NC(=O)COC(=O)c2ccc([N+](=O)[O-])s2)cc1	-34.1	0.1	-5.0	-0.3	1.1	-2.2	-1.5	1.9	-2.8
C/C(=N\NC(=O)c1ccc2c(c1)OCO2)c1ccc2c(c1)OCO2	-14.0	0.8	2.2	-0.8	0.3	8.2	-4.4	1.5	-0.3
O=C(NN=C1CCCCCCC1)c1ccc(F)cc1	16.2	0.5	5.3	-1.4	1.1	-42.4	-3.2	0.5	-1.0
O=C(Nc1cccc(S(=O)(=O)N2CCCCC2)c1)c1ccc2ncsc2c1	-68.4	4.4	-2.4	0.9	1.8	-17.6	0.5	-1.6	2.0
C=CCOc1c(CNc2ccc(C(=O)O)cc2)cccc1OC	16.1	-0.7	7.2	0.3	0.0	-2.0	-3.1	-0.2	2.9
O=C(NCc1nc2ccccc2[nH]1)c1ccc([N+](=O)[O-])cc1	-2.4	-0.4	3.5	0.0	0.4	5.3	-1.1	0.8	-1.1
O=C1CC(NC(=O)C(F)(F)F)=NN1c1ccccc1	14.6	1.5	5.8	0.0	0.9	-9.4	17.0	0.7	3.5
Cc1ccc(S(=O)(=O)Nc2ccc3c(c2)c2c(n3S(=O)(=O)c3ccc(C)cc3)CCCC2=O)cc1	4.7	1.5	8.2	-1.8	-0.1	42.3	6.1	-0.1	3.3
O=C(Nc1cccc2ccccc12)N1CCc2ccccc2C1	-3.1	-0.2	3.7	0.2	-1.2	-10.2	21.9	0.1	1.0
CCS(=O)(=O)c1ccc2oc(Nc3cccc(OC)c3)nc2c1	-35.0	0.4	7.6	2.1	-0.2	-15.6	-17.9	-0.1	1.8
O=C1Nc2ccccc2/C1=N/N=C/c1ccc(-c2ccc([N+](=O)[O-])cc2)o1	-14.9	3.0	11.4	2.9	0.8	41.0	11.3	0.4	1.1
O=C1NCCCC1C(=O)NCCN1C(=O)CCC1=O (stereo not given)	5.1	1.4	0.9	0.1	0.9	-18.8	-18.5	1.3	-1.4
CCCCCCCC1CC(=O)C=C(C)C1C(=O)OCC (stereo not given)	17.0	0.9	-1.2	1.3	1.0	6.4	-10.4	1.0	2.3
COC(=O)c1cnn2c(C)c(Cc3cccc(F)c3)c(C)nc12	21.9	1.8	5.2	-0.7	0.3	-111.8	0.4	0.4	-0.8
Clc1ccc(Cc2noc(-c3cccs3)n2)cc1	29.4	-1.4	7.7	0.4	0.4	-1.5	-3.7	1.3	0.0
COCCOC(=O)C1=C(C)NC(=O)NC1c1c(F)cccc1Cl (stereo not given)	9.3	-0.4	-0.5	-1.3	0.5	-35.1	-3.5	-0.1	-2.3

Source: PubChem (several laboratories)
